ERK EGF inh: EGF-driven ERK pathway inhibition | hit rate 0.41% among 130,000 | Potency, µM (highest dose often 11.5 µM), inactives show at the highest dose activity change, negative = inhibition, hits mostly inhibitors | HEK293-V1b, EGF-stimulated phospho-ERK AlphaScreen | AID 1454; active = well fitted inhibition curve with a large enough effect; inconclusive = small, poorly fitted or top-dose-only effect, or effect the other way;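 note: plate controls were stimulated vehicle wells for no effect and unstimulated vehicle basal for full effect; nearly all actives have a fitted effect of over 55% in size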
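Concentration-response of compounds against EGF-driven ERK phosphorylation in V1b-expressing HEK293 cells; 30 min preincubation, 5 min EGF, AlphaScreen detection; Normalized to DMSO basal and 25 nM EGF.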
* = called active by the depositor; ? = inconclusive; & = joins results of further samples; [ ] = another dose, or the depositor's remark. Potency is the fitted concentration of half-maximal effect. This is a subset, so the mix of outcomes need not match the whole.

SMILES | ERK EGF inh
Nc1ccc(N2CCN(c3ccc(Cl)c(Cl)c3)CC2)cc1 | -1%
NS(=O)(=O)c1cccc(NC(=O)CCS(=O)(=O)c2ccc(Cl)cc2)c1 | 25%
COc1ccc2cc(-c3[nH]ncc3CN3CCCN(c4ccccc4)CC3)ccc2c1 | -11%
C[n+]1c2n(c3ccccc31)N=C(c1cc(C(C)(C)C)c(O)c(C(C)(C)C)c1)CS2 | ?
CN(CCOC(=O)CN1C(=O)c2ccccc2C1=O)C1=NS(=O)(=O)c2ccccc21 | -5%
Cc1[nH]c2ccccc2c1/C=N/Nc1cccc(C(=O)O)c1 | -2%[57.5 µM]
CC(=O)c1c(C)[nH]c(C(=O)OCC(=O)Nc2sc3c(c2C#N)CCCC3)c1C | ?
N/C(=N\OC(=O)c1ccc2c(c1)OCO2)c1cccnc1 | -6%
O=S(=O)(NCC(c1cccnc1)N1CCOCC1)c1ccc(Cl)cc1 (configuration not stated) | -5%
CCCn1c(C)nc2c(NCCOC)nc(C)nc21 | -2%
O=C(N/N=C/c1cn(-c2cccs2)nc1-c1ccccc1)c1ccccc1Br | 0%
O=C(COC(=O)c1ccco1)NCc1ccccc1Cl | -1%
CN(C)c1ccc(C(=O)OCC(=O)NC2CCCCCC2)cc1 | -3%
O=C1CC(N2CCCCCC2)C(=O)N1c1ccc(F)cc1 (configuration not stated) | 0%
CN1CCN(C(=O)C2=C[C@@H](C(C)(C)C)C[C@@H](OCc3ccc(CO)cc3)O2)CC1 | -13%[57.5 µM]
N/C(Cc1ccc(Cl)cc1Cl)=N\OC(=O)Cc1ccccc1 | 1%
CCOC(=O)C1(Cc2cccc(OC)c2)CCN(Cc2cnc(SC)nc2)CC1 | -5%
NC(=O)COC(=O)c1c2c(nc3ccccc13)CCC2 | -5%
Cc1ccc(-n2nc(C)c(C3(O)C(=O)N(C(C)C)c4ccccc43)c2N)cc1 (configuration not stated) | 4%
COc1ccccc1C(=O)NC(=S)N1CCc2ccccc21 | 0%
CN=C(NC#N)NCCSC[C@H]1N=CN=C1C | 7%[25.7 µM]
O=C(CSc1ncnc2sc3c(c12)CCCC3)c1ccccc1 | -5%
CSCC(=O)Nc1nc(-c2ccc3c(c2)OCCO3)cs1 | 4%
Cc1c2ccccc2nc2c(F)c(NC(C)C)c(F)c(F)c12 | -3%
Clc1ccc(-n2nnc(-c3nccs3)n2)cc1Cl | -6%[57.5 µM]
CN=C(NC(=O)Nc1c(C)cccc1C)NC(=O)Nc1c(C)cccc1C | 5%
CN(Cc1ccccc1)c1nc(CN2CCOCC2)nc2scc(-c3ccccc3)c12 | -5%
Cc1ccccc1OCCN1C(=O)C(=O)c2cccc(C)c21 | 9%
c1ccc(-c2cccc(N3CC4(CCNCC4)C3)c2)cc1 | ?
CCOC(=O)C1CCCN(C(=O)c2ccc([N+](=O)[O-])c(C)c2)C1 (configuration not stated) | 12%
CC(C)c1ccc(/C=N/NC(=O)c2nnn(-c3nonc3N)c2CSC2=NCCS2)cc1 | 8%
O=C(CSCc1ccc([N+](=O)[O-])cc1)Nc1ccccc1C(=O)O | 1%
COc1ccc(NS(=O)(=O)c2cccc(Cl)c2Cl)cc1S(=O)(=O)N1CCCCC1 | 1%
CCn1c(SCc2nc3sc(C(=O)O)c(C)c3c(=O)[nH]2)nnc1-c1ccc(Cl)cc1 | -2%
Cc1cccc(NC(=S)N/N=C2/CCCCc3ccccc32)c1 | 1%
CCC(CC)C(=O)Nc1cc([N+](=O)[O-])ccc1F | -1%
O=C(C[n+]1ccc(-c2cc(C(=O)Nc3cccc(C(F)(F)F)c3)c3ccccc3n2)cc1)c1cccc([N+](=O)[O-])c1 | -6%
Oc1ccc(NC(=S)Nc2ccc(O)cc2)cc1 | -1%
COC(=O)c1[nH]c2ccccc2c1NC(=O)c1c(F)cccc1F | -6%[57.5 µM]
N#Cc1c(NC(=S)NC(=O)c2ccccc2)sc2c1CCC2 | 5%
CCn1cc(C(=O)NCCCN2CCN(C)CC2)c(=O)c2cc(S(=O)(=O)N3CCc4ccccc4C3)ccc21 | -7%
COc1ccc(-c2cc3nc(C)c(CCC(=O)NCc4ccco4)c(C)n3n2)c(OC)c1 | 2%
O=C(c1cc(C(F)(F)F)cc(C(F)(F)F)c1)N1CCC[C@@]2(CCN(c3ccccc3)C2)C1 | 8%
O=C1CSC(c2ccccn2)N1c1ccccc1F (configuration not stated) | -9%
O=C(Nc1ncc(Cc2cccc([N+](=O)[O-])c2)s1)c1ccco1 | 3%
Cc1ccnc(NS(=O)(=O)c2cc(C(F)(F)F)ccc2Cl)c1 | -4%[57.5 µM]
CSc1nnc(Cn2c(=O)sc3ccccc32)n1C | 5%
N/C(=N/S(=O)(=O)c1ccccc1)c1cccc([N+](=O)[O-])c1 | -6%
Fc1ccc(-c2nnc3ccccn23)cc1 | -4%
OCC1(Cc2cccc(Cl)c2)CCCN(Cc2cn[nH]c2C2CCCCC2)C1 (configuration not stated) | 5%
COc1ccc(OC)c(/C=C/C(=O)Nc2cccc(S(=O)(=O)N3CCCC3)c2)c1 | 4%
CCn1nnnc1SCC(=O)c1cc(Cl)ccc1OC | -3%
CCOC(=O)Cc1csc(NS(=O)(=O)c2ccc3ccccc3c2)n1 | 3%
CCNc1nc(N)c(C(=O)C23CC4CC(CC(C4)C2)C3)s1 | -1%[57.5 µM]
COCCNC(=O)C(c1ccc(C)o1)N(Cc1ccco1)C(=O)c1snc(C(N)=O)c1N (configuration not stated) | 4%
COCCNC(=S)N/N=C(\C)CCc1ccc2c(c1)OCO2 | 7%
COC(=O)c1ccc(NC(=O)CCN2C(=O)CSC2=O)cc1 | -21%
CC(c1ccccc1F)n1cc(C(=O)NCCCn2ccnc2)nn1 (configuration not stated) | 8%
Cc1noc(C)c1COC(=O)COc1ccc(-c2ccccc2)cc1 | 3%[57.5 µM]
CCc1ccc(C(=O)NNC(=S)Nc2ccc(S(N)(=O)=O)cc2)s1 | -1%[57.5 µM]

3 compounds drawn at random from the list so far:
SMILES | ERK EGF inh
Fc1ccc(-c2nnc3ccccn23)cc1 | -4%
O=C(c1cc(C(F)(F)F)cc(C(F)(F)F)c1)N1CCC[C@@]2(CCN(c3ccccc3)C2)C1 | 8%
COCCNC(=S)N/N=C(\C)CCc1ccc2c(c1)OCO2 | 7%

Going on with the list:
SMILES | ERK EGF inh
O=C(NCC1CCCO1)c1ccc2c(=O)n(Cc3cccc(Br)c3)c(=S)[nH]c2c1 (configuration not stated) | 4%
CCOc1ccc(NC(=O)CSc2nc(C)cc(C)n2)cc1 | -8%
O=C(OCCN1CCCCC1)c1c[nH]c2ccccc12 | -6%&-17%
CCCc1[nH]nc2c1C(C1CC=CCC1)C(C#N)=C(N)O2 (configuration not stated) | -3%
CCCCC(=O)Nc1cccc(NC(=S)NC(=O)COc2ccccc2Cl)c1 | 8%
COc1ccc(C=O)cc1COc1ccc([N+](=O)[O-])c(C)c1 | 1%
S=C(NCC1CCCO1)NC1CCCCC1 (configuration not stated) | 1%
COCCSc1nnc(NC(=O)c2ccc3c(c2)OCO3)s1 | -23%
COc1cc(/C=C/C(=O)O)cc(S(=O)(=O)N2CCc3ccccc32)c1OC | 7%
Cc1cc(C)n(CCC(=O)N/N=C/c2ccc(O)cc2O)n1 | 7%
Cc1ccc(OCC(=O)N(Cc2cccs2)C2CCS(=O)(=O)C2)cc1C (configuration not stated) | -15%[57.5 µM]
CCCCn1c(SCC(=O)N2CCOCC2)nnc1-c1ccoc1C | -6%
CC(=O)NS(=O)(=O)c1ccc(Nc2ccc([N+](=O)[O-])c3nonc23)cc1 | -5%[57.5 µM]
Cc1ccc(-c2csc3nc4cc(C(N)=O)ccc4c(=O)n23)cc1 | 0%[57.5 µM]
COc1cc(NC(=O)CN(C)C2CCCCC2)c(C)cc1[N+](=O)[O-] | -3%
COCCn1c(C(C)C)nc2ccccc21 | 12%[57.5 µM]
O=C(Cc1c(F)cccc1Cl)Nc1ncc([N+](=O)[O-])s1 | -9%
Cc1nc2ccccc2c2c1C(=O)N(c1ccc(C(=O)O)cc1)C2=O | 7%
Cc1nc2cc(C(=O)N3c4ccccc4CC3C)ccc2s1 (configuration not stated) | 0%
Cc1nc(NCCCN2CCOCC2)c2oc3ccccc3c2n1 | ?

Overlap with the part before: two entries, then new ones.
SMILES | ERK EGF inh
Cc1nc2cc(C(=O)N3c4ccccc4CC3C)ccc2s1 (configuration not stated) | 0%
Cc1nc(NCCCN2CCOCC2)c2oc3ccccc3c2n1 | ?
CCOc1ccc(-c2n[nH]c(C)c2-c2ccccn2)c(O)c1 | ?
COc1ccccc1NC(=O)N(CCN1CCOCC1)Cc1cc2cc(C)cc(C)c2[nH]c1=O | 5%
NC(=O)COc1c(-c2ccco2)oc2ccccc2c1=O | 11%
O=C(O)c1ccc(CSc2ncnc3c2cnn3Cc2ccccc2)cc1 | 6%[57.5 µM]
CN(C)C=NC(=O)c1cc(C(=O)c2ccc(Cl)cc2Cl)c[nH]1 | -4%
CC1CC2C(C(O)C[C@]3(C)C2CC[C@]3(O)C(=O)CO)[C@]2(C)C=CC(=O)C=C12 (some centres not stated) | 13%
N#CCCn1cc(/C=N/N=C2\NC(=O)C(CC(=O)O)S2)c(-c2ccc(F)cc2)n1 (configuration not stated) | 8%[57.5 µM]
Cc1cc2cc(CCNC(=O)c3cccc([N+](=O)[O-])c3)c(=O)[nH]c2cc1C | -1%
O=S(=O)(NCc1ccco1)c1ccc(Cl)nc1 | -3%
COC(=O)[C@H](Cc1ccccc1)NC(=O)[C@]1(C)C[C@H]1[C@H](NC(=O)OCc1ccccc1)c1ccccc1 | 0%
CC(C)(C)NC(=O)c1nn(Cc2ccccc2)c(=O)c2ccccc12 | -2%
COc1ccc(-n2c(=O)cnc3cnc(Oc4ccccc4)nc32)cc1 | 13%
O=Nc1ccc2oc(=O)ccc2c1 | 1%
Cc1cc(Nc2c(C#N)c(N)nn2C)ccc1F | 4%
Cc1ccccc1C(OCCN(C(C)C)C(C)C)c1ccccc1 (configuration not stated) | -13%
O=C(CC1SC(=NCC2CCCO2)NC1=O)Nc1cc([N+](=O)[O-])ccc1Cl (configuration not stated) | -2%
N[C@@H](Cc1ccc(O)c(I)c1)C(=O)O | -5%&11%
COc1ccc(S(=O)(=O)N2CCC(C(=O)Nc3cccc(C(C)=O)c3)CC2)cc1 | -7%
CSc1ccc(C(=O)C2CCCN(C(=O)c3ccc4c(c3)no[n+]4[O-])C2)cc1 (configuration not stated) | -4%[57.5 µM]
CCn1ncc(N(C)N)c(Cl)c1=O | 0%

Of the compounds above, 6 have a cyano group:
SMILES | ERK EGF inh
CC(=O)c1c(C)[nH]c(C(=O)OCC(=O)Nc2sc3c(c2C#N)CCCC3)c1C | ?
CN=C(NC#N)NCCSC[C@H]1N=CN=C1C | 7%[25.7 µM]
N#Cc1c(NC(=S)NC(=O)c2ccccc2)sc2c1CCC2 | 5%
CCCc1[nH]nc2c1C(C1CC=CCC1)C(C#N)=C(N)O2 (configuration not stated) | -3%
N#CCCn1cc(/C=N/N=C2\NC(=O)C(CC(=O)O)S2)c(-c2ccc(F)cc2)n1 (configuration not stated) | 8%[57.5 µM]
Cc1cc(Nc2c(C#N)c(N)nn2C)ccc1F | 4%

Part of the list above in order of SMILES length, falling.
SMILES | ERK EGF inh
Cc1ccc(OCC(=O)N(Cc2cccs2)C2CCS(=O)(=O)C2)cc1C (configuration not stated) | -15%[57.5 µM]
Cc1nc2cc(C(=O)N3c4ccccc4CC3C)ccc2s1 (configuration not stated) | 0%
CCn1ncc(N(C)N)c(Cl)c1=O | 0%

New compounds follow:
SMILES | ERK EGF inh
CCCc1cc(=O)c2c(O)ccc(OC)c2o1 | 7%[57.5 µM]
O=C(OCc1ccco1)c1cccnc1 | ?
CN(C)/C=C(/C(=O)c1ccc(Cl)c(Cl)c1)c1nnnn1-c1ccccc1 | 3%[57.5 µM]
O=C(CCCOc1ccc(Cl)cc1)Nc1ccc(N2CCOCC2)cc1 | ?
COc1ccc(NC(=O)CC(c2ccc(F)cc2)c2ccc(OC(C)C)cc2)cc1 (configuration not stated) | 0%
COc1ccc(C(=O)ON=C2C=C(C)C(=O)C(C)=C2)cc1 | 20%
N#Cc1cnc(Nc2ccc(F)cc2)nc1N | -8%[57.5 µM]
S=C(Nc1ccccc1Cl)N1CCCC(c2ccccc2)=N1 | 2%[57.5 µM]
Cc1cc(N/C=C(\C#N)S(=O)(=O)c2ccccc2Cl)nc(C)n1 | -7%[57.5 µM]
COCc1cc(=O)[nH]c(/N=C(\N)Nc2ccc(Cl)c(Cl)c2)n1 | -12%[57.5 µM]
CS(=O)(=O)N1CCC2(CCN(C(=O)Nc3cccc(F)c3)CC2)CC1 | 0%
CC(C)(C(=O)Nc1nccs1)c1ccccc1 | 3%
CC(NC(=O)CSc1ncccc1C(=O)O)C1CC2CCC1C2 (configuration not stated) | -5%[57.5 µM]
CCOC(=O)c1cnn(-c2nc(OC)cc(OC)n2)c1C(F)(F)F | 0%
O=c1[nH]c2c(cnn2-c2ccc(Cl)cc2)c(=O)n1-c1cccc(Cl)c1 | 8%[57.5 µM]
CCc1ccc(NC(=O)c2ccc(F)c(S(=O)(=O)N(CC)c3ccccc3)c2)cc1 | 3%
O=C(CCCc1ccccc1)NCCC1=CCCCC1 | -11%
COc1ccc(Br)cc1CNC(=O)CCCc1cn(C)c2ccccc12 | -2%
COc1cc(/C=C2\SC(=Nc3ccccc3)N(CCc3c[nH]c4ccccc34)C2=O)ccc1OC(C)C(=O)O (configuration not stated) | ?
S=C(NCc1ccncc1)Nc1ccc(Cl)cc1Cl | -11%
CS(=O)(=O)c1ccc(-c2nnn(CC(N)=O)n2)cc1 | -1%
Cc1cc(C(=O)NNc2ccc(F)cc2F)no1 | -4%[57.5 µM]
CN(C)C(=O)c1ccc(NC(=O)CSc2nc3ccccc3[nH]2)cc1 | -4%
O=C(O)/C=C\C(=O)Nc1ccccc1F | 2%
Cc1noc(C)c1C(=O)N1CCC2(CCCN(c3ccncc3)C2)CC1 | 6%
Cc1ccc(/C=N/n2c(C3CCCCC3)n[nH]c2=S)s1 | 7%

Screens as filed in PubChem.
